OXTR ag: agonists of human oxytocin receptor. P30559. CHO-OTR cells, Fluo-8 calcium fluorescence; normalized: DMSO 0%, oxytocin 100%. activation, % at 3 µM. 0.32% of 320,000 active;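 active means activation above the mean of all tested compounds plus 3 SD, cutoff set per screening run, cut at about 20% in these data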;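 further: peak over basal fluorescence ratio from a 100 s FLIPR kinetic read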
NALP1 yeast inh: NALP1 inhibition. S. cerevisiae NALP1/ASC/caspase-1 growth, X-gal OD620, 72 h. inhibition, % at 10 µM. 0.61% of 280,000 active; in the data active means inhibition mostly above about 24%, no sharp cut-off; inactive means mostly below about 32%; further: some compounds called inactive have numbers as strong as hits
PfM18AAP inh: blocks P. falciparum M18 aspartyl aminopeptidase; 1.2% of 290,000 active; recombinant PfM18AAP, H-Glu-NHMec fluorogenic cleavage; inhibition, % at 7.35 µM;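 active means inhibition above the campaign mean inhibition over all tested compounds plus 3 SD, cut at about 28% in these data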;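 further: 0% = plate median of test compound wells and 100% = 2 mM ZnCl2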
MEKK2mut PB1 HTS: signal of MEK5 binding to mutant human MEKK2 PB1 domain; bead flow cytometry, Alexa488-MEK5 binding to MEKK2 mutant; percent response, % at 10 µM; 0.35% of 290,000 active; AID 1530; in the data active means percent response above about 24%, passing the limit was not always enough; further: inactives centre near 1; some results filed as inactive read as strong as hits; reference of the scale not given here
FID counter: counter-screen for HCV NS3 helicase inhibitors: DNA intercalator displacement; DNA fluorescent intercalator displacement, fluorescence; inhibition, % at 7.9 µM; 0.17% of 290,000 active; AID 1845; in the data active means inhibition above about 37%;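 further: 0% = vehicle and 100% = reference compound; higher means more ethidium bromide displaced from hairpin DNA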
MEKK2wt PB1 HTS: raises or lowers MEK5 binding to wildtype human MEKK2 PB1 domain; Q9Y2U5; AID 1531; 1.1% of 290,000 active; bead flow cytometry, Alexa488-MEK5 binding to MEKK2 WT; actives lie on both sides; binding response (% of control), % at 10 µM; in the data active means binding response below about 67% or above about 130%
PHOSPHO1 inh: PHOSPHO1 (human) inhibition | Q8TCT1 | recombinant PHOSPHO1, absorbance phosphatase assay | inhibition, % at 13.3 µM | 1.1% of 290,000 active | AID 1565; in the data active means inhibition above about 60%
Target sequence (Q8TCT1 whole entry, looked up): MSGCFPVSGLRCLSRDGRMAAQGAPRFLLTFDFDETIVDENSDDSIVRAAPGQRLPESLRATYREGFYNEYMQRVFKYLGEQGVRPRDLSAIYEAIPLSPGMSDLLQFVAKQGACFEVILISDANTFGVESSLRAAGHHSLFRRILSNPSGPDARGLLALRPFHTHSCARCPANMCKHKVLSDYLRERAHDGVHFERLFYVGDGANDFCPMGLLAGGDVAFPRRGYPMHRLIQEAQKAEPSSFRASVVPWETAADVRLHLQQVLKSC
GPR7 antag: antagonists of human GPR7 (neuropeptides B/W receptor 1); P48145; GPR7-expressing cells, fluorescence antagonist assay; inhibition, % at 4.4 µM; 1.1% of 290,000 active; AID 1861; in the data active means inhibition above about 16%, passing the limit was not always enough;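 further: cells stimulated with the agonist NPW; 0% = agonist with vehicle and 100% = vehicle without agonist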
Target sequence (P48145 whole entry, looked up): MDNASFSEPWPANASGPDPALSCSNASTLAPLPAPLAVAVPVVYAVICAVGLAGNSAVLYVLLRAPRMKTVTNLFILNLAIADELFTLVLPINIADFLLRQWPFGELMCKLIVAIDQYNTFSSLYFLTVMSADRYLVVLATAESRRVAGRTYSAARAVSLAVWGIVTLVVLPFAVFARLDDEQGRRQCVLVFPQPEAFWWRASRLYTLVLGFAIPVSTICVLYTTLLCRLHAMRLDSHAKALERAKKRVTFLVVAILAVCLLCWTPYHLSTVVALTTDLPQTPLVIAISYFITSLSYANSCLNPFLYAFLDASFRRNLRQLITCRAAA
MEKK3 PB1 HTS: raises or lowers MEK5 binding to the human MEKK3 PB1 domain; 1.4% of 290,000 active; bead-based flow cytometry, Alexa488-MEK5 binding to MEKK3; actives lie on both sides; 0 = blocked by unlabeled MEK5, 100 = vehicle; Q99759; AID 1529; binding response (% of control), % at 10 µM;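 active means binding response more than 3 SD above or below the average of its plate-row segment, actives on both sides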;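 further: Alexa488 bead fluorescence after subtracting the streptavidin-only scavenger bead signal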
Active calls of the source: *; · = no result given; & = joins results of further samples. Only part of the results is shown (hit frequency here may not be typical).

(1) COc1ccc(C=C2C(=O)N(C)C(=O)N(C)C2=O)cc1CSc1ccccn1
(2) Cc1ccc(-n2c(C)cc(/C=C3\C(=O)NC(=O)N(C)C3=O)c2C)cc1C
(3) CCN(CC)P(=O)(NC(=O)c1cccn1C)N(CC)CC
(4) O=c1[nH]c(=O)n(CCC2=CCCCC2)c(O)c1/C=N/Nc1cccc2ccccc12
(5) Cc1ccnc(NS(=O)(=O)c2ccc(N=Cc3c(O)n(C)c(=O)n(C)c3=O)cc2)n1
(6) C/C(Cl)=C/CC1(CN2CCCC2=O)C(=O)NC(=O)NC1=O
(7) CN(C(=O)CNC(=O)OCc1ccccc1)c1ccc(Br)cc1C(=O)c1ccccc1Cl
(8) O=P(Oc1ccccc1)(Oc1ccccc1)C(Nc1ccccc1)c1ccccc1 (stereo not drawn)
assay / entry | 1 | 2 | 3 | 4 | 5 | 6 | 7 | 8
OXTR ag | -1.2 | -1.3 | 0.4 | -0.4 | 0.7 | 0.3 | 0.1 | -0.9
NALP1 yeast inh | -9 | 21 | 14 | · | 2 | 26 | 28 | 20
PfM18AAP inh | 6 | 6 | -8 | 6 | 2 | -5 | 1 | -3
MEKK2mut PB1 HTS | -1 | 0 | -1 | 10 | -1 | -5 | 2 | -2
FID counter | -6 | -18 | -4 | -15 | -2 | -2 | -7 | -7
MEKK2wt PB1 HTS | 93 | 101 | 96 | 97 | 99 | 89 | 100 | 94
PHOSPHO1 inh | 19 | -4 | 1 | -25 | 0 | 35 | 1 | 12
GPR7 antag | -1 | -8 | 3 | -9 | -2 | -3 | 7 | -2
MEKK3 PB1 HTS | 99 | 102 | 102 | 111 | 100 | 88 | 101 | 96

(9) O=C(COc1ccccc1)c1cn(Cc2ccccc2)c2ccccc12
(10) COC(=O)C1=C(c2cccc(OC)c2OC)C[C@@H]2CC[C@H]1N2C(=O)NCc1ccc(C(F)(F)F)cc1
(11) Cc1ccc(C(=O)n2cc(CCN3CCS(=O)(=O)CC3)c3ccccc32)cc1
(12) CC1CCCC(C)N1/N=C/c1c[nH]c2ccc(Br)cc12 (stereo not drawn)
(13) CNC(=S)N(C)CCc1cc2c(c(OC)c1/C=C1/C(=O)NC(=O)N(C)C1=O)OCO2
(14) Cc1nn(-c2ccccc2)c2c1CC1(C(=O)N(C)C(=O)N(C)C1=O)C1CCCCN21 (stereo not drawn)
(15) CN1CCN(C(=O)COc2ccc(C(C)(C)C)cc2Br)CC1
(16) Cc1cccc(N2CCc3c2nc2ccccc2c3N)c1
assay / entry | 9 | 10 | 11 | 12 | 13 | 14 | 15 | 16
OXTR ag | 2.5 | -2.2 | 0.9 | 10 | 0.5 | 0.2 | 0.8 | -0.6&-1.3
NALP1 yeast inh | 1 | · | 5 | 65* | 8 | 41 | 9 | 22&29
PfM18AAP inh | 3 | · | 6 | 2 | 10 | -6 | -1 | 5&4
MEKK2mut PB1 HTS | 12 | 3 | 1 | 26 | -15 | 1 | 3 | 8&-1
FID counter | -2 | · | -31 | 2 | 3 | -38 | 5 | 3&12
MEKK2wt PB1 HTS | 106 | 101 | 104 | 131 | 95 | 105 | 113 | 111&108
PHOSPHO1 inh | 24 | · | 29 | 1 | 33 | 14 | 7 | -16&-6
GPR7 antag | -3 | · | 5 | 10 | -12 | 1 | -2 | -4&1
MEKK3 PB1 HTS | 100 | 100 | 103 | 97 | 96 | 104 | 106 | 106&95

(17) CC(=O)Nc1ccccc1C(=O)OCc1cccc(F)c1
(18) COc1ccc(Cn2c(O)c(C=Nc3c(C)n(C)n(-c4ccccc4)c3=O)c(=O)[nH]c2=O)cc1
(19) CC1CCN(CC(=O)c2ccccc2Cl)CC1
(20) O=C(NC(=S)N1C[C@H]2C[C@H](C1)c1cccc(=O)n1C2)c1ccc(Cl)cc1Cl
(21) O=C1N[C@H](Cc2ccccc2)C(=O)N2[C@@H]3[C@H](C[C@@H]12)c1ccccc1N3OOSc1ccccc1
(22) CCCNS(=O)(=O)c1ccc(OCC(=O)N2CCN(Cc3ccccc3)CC2)cc1
(23) O=C(N/N=C/c1c(O)n(CCc2ccccc2)c(=O)[nH]c1=O)c1ccccc1
(24) CC/C(=N\Nc1ccccc1)c1c(O)n(-c2ccc(OC)cc2)c(=O)[nH]c1=O
assay / entry | 17 | 18 | 19 | 20 | 21 | 22 | 23 | 24
OXTR ag | -2.8 | -1.1 | 0.7 | -0.6 | -0.4 | 2.3 | -1.7 | -0.2
NALP1 yeast inh | 13 | 16 | 22 | 4 | · | 4 | -6 | 16
PfM18AAP inh | -1 | 5 | -3 | -9 | · | -3 | 1 | 15
MEKK2mut PB1 HTS | 1 | -1 | 21 | -1 | 7 | 1 | -4 | 2
FID counter | -10 | -27 | 0 | -11 | · | -22 | -18 | -4
MEKK2wt PB1 HTS | 104 | 98 | 101 | 100 | 111 | 102 | 97 | 97
PHOSPHO1 inh | 56 | -11 | 8 | 34 | · | -10 | 12 | 8
GPR7 antag | -11 | -8 | -12 | -4 | · | -14 | -7 | -5
MEKK3 PB1 HTS | 103 | 96 | 99 | 101 | 106 | 102 | 96 | 106

Gathered by group: the entries above containing fluorine.
(10) COC(=O)C1=C(c2cccc(OC)c2OC)C[C@@H]2CC[C@H]1N2C(=O)NCc1ccc(C(F)(F)F)cc1
(17) CC(=O)Nc1ccccc1C(=O)OCc1cccc(F)c1
assay / entry | 10 | 17
OXTR ag | -2.2 | -2.8
NALP1 yeast inh | · | 13
PfM18AAP inh | · | -1
MEKK2mut PB1 HTS | 3 | 1
FID counter | · | -10
MEKK2wt PB1 HTS | 101 | 104
PHOSPHO1 inh | · | 56
GPR7 antag | · | -11
MEKK3 PB1 HTS | 100 | 103

Reprinted at random: 6 compounds from above.
(22) CCCNS(=O)(=O)c1ccc(OCC(=O)N2CCN(Cc3ccccc3)CC2)cc1
(23) O=C(N/N=C/c1c(O)n(CCc2ccccc2)c(=O)[nH]c1=O)c1ccccc1
(21) O=C1N[C@H](Cc2ccccc2)C(=O)N2[C@@H]3[C@H](C[C@@H]12)c1ccccc1N3OOSc1ccccc1
(20) O=C(NC(=S)N1C[C@H]2C[C@H](C1)c1cccc(=O)n1C2)c1ccc(Cl)cc1Cl
(18) COc1ccc(Cn2c(O)c(C=Nc3c(C)n(C)n(-c4ccccc4)c3=O)c(=O)[nH]c2=O)cc1
(24) CC/C(=N\Nc1ccccc1)c1c(O)n(-c2ccc(OC)cc2)c(=O)[nH]c1=O
assay / entry | 22 | 23 | 21 | 20 | 18 | 24
OXTR ag | 2.3 | -1.7 | -0.4 | -0.6 | -1.1 | -0.2
NALP1 yeast inh | 4 | -6 | · | 4 | 16 | 16
PfM18AAP inh | -3 | 1 | · | -9 | 5 | 15
MEKK2mut PB1 HTS | 1 | -4 | 7 | -1 | -1 | 2
FID counter | -22 | -18 | · | -11 | -27 | -4
MEKK2wt PB1 HTS | 102 | 97 | 111 | 100 | 98 | 97
PHOSPHO1 inh | -10 | 12 | · | 34 | -11 | 8
GPR7 antag | -14 | -7 | · | -4 | -8 | -5
MEKK3 PB1 HTS | 102 | 96 | 106 | 101 | 96 | 106

Remaining list, next part:
(25) COc1cc(C)c(-c2nc(CN3C[C@@H]4C[C@@H](C3)c3cccc(=O)n3C4)c(C)o2)cc1C
(26) Cc1cccc(C(=O)Nc2ccc3c(c2)CC2(C(=O)N(C)C(=O)N(C)C2=O)C2CCCN32)c1 (stereo not drawn)
(27) CCOC(=O)C1SC2(C(F)(F)C(F)F)CC1(O)c1c(c(OC)c3occc3c1OC)O2 (stereo not drawn)
(28) CN(C)CCc1nn[nH]n1
assay / entry | 25 | 26 | 27 | 28
OXTR ag | -1.9 | -0.2 | -1.6 | 0.3
NALP1 yeast inh | 4 | -30 | 6 | -74
PfM18AAP inh | -1 | 3 | 0 | 3
MEKK2mut PB1 HTS | -1 | 8 | 4 | 4
FID counter | -29 | -30 | -5 | -1
MEKK2wt PB1 HTS | 96 | 112 | 101 | 106
PHOSPHO1 inh | 54 | -1 | -1 | -17
GPR7 antag | -15 | -16 | -1 | -4
MEKK3 PB1 HTS | 100 | 102 | 104 | 109

Assay outcomes (PubChem BioAssay)
